TRHR PAM – qHTS for Small Molecule Agonists and Allosteric Enhancers of Human TRH Receptor: Primary Screen for Enhancers; Thyrotropin-releasing hormone receptor (Homo sapiens), P34981; TRHR cells, fluo-8 calcium fluorescence, EC20 TRH enhancement; enhancement, % at 2 µM; 360,000 compounds, 0.66% hits; in the data active = enhancement above about 30%; also: 0% is about no effect
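Enhancer read-out: after compound pinning and an initial kinetic agonist-mode read, an EC20 of TRH (10 nM final) was injected and fluo-8 calcium signal (Ex 480/Em 530) followed at 1 s/cycle for 100 cycles in TRHR-expressing cells.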
Apoferritin bind – qHTS Assay for Identification of Novel General Anesthetics; Ferritin light chain (Equus caballus), P02791; apoferritin/1-aminoanthracene competitive binding, fluorescence; Potency, µM (top dose mostly 77.5 µM), for the others: at the highest dose activity change, negative = displacement, actives largely listed as inhibitors; 350,000 compounds, 0.074% hits; AID 485281, 2010; also: potency is read from the fitted curve at half-maximal effect; % is scaled to controls: 0 for no effect and ±100 for the full control effect; nearly all actives have a fitted effect of over 20% in size
Target sequence (P02791 2-175 limits assumed): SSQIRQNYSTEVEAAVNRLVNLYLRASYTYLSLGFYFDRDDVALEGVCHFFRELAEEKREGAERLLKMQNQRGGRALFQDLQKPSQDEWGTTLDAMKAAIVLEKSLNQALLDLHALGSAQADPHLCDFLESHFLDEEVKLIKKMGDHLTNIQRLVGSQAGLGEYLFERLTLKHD
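Apoferritin-based anesthetic binding model; compound displacement of fluorescent 1-AMA measured as endpoint fluorescence after 10 minutes at room temperature, scaled to free-ligand and complex controls.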
D1 PAM – Potentiators of Human D1 Dopamine Receptor: qHTS; HEK293 TREx D1 cells, calcium flux, dopamine EC20 potentiation; potentiation, % at 10 µM; D(1A) dopamine receptor (Homo sapiens), P21728; 360,000 compounds, 0.036% hits; in the data active = potentiation above about 30%; also: 0% is about no effect
Target sequence (P21728 whole entry, looked up): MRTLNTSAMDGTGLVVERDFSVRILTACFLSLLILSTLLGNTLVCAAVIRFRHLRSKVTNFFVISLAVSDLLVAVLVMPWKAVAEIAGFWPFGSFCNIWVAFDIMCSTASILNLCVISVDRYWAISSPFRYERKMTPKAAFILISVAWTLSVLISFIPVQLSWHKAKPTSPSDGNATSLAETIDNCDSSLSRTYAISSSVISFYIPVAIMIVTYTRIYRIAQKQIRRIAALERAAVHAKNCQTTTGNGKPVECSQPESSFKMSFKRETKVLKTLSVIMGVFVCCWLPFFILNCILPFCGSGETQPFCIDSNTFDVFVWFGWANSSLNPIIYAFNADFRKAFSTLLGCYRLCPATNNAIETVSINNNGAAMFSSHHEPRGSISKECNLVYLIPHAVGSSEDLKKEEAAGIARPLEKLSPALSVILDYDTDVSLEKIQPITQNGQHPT
TRHR ag – qHTS for Small Molecule Agonists and Allosteric Enhancers of Human TRH Receptor: Primary Screen for Agonists; AID 493084, 2011; 360,000 compounds, 0.18% hits; TRHR cells, calcium flux fluo-8, FDSS agonist mode; activation, % at 2 µM; in the data active = activation above about 30%; also: 0% is about no effect
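Fluo-8-loaded TRHR cells; 10 s baseline, compound added, kinetic Ca2+ fluorescence read 1/s, agonist mode.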
D1 agonist – Allosteric Agonists of the Human D1 Dopamine Receptor: qHTS. activation, % at 2 µM. 360,000 compounds, 1% hits. HEK293 T-REx D1 cells, calcium flux, agonist mode. D(1A) dopamine receptor (Homo sapiens), P21728; in the data active = activation above about 30%; also: 0% is about no effect
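Agonism was scored from calcium flux recorded over 180 s (1 read/s) after pintool compound addition, following a 10-cycle baseline. Cells were inducible force-coupled HEK293 TREx D1, plated overnight at 30 C and loaded with no-wash calcium dye.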
D1 antagonist – Antagonist of Human D 1 Dopamine Receptor: qHTS; D(1A) dopamine receptor (Homo sapiens), P21728; HEK293 TREx D1 cells, calcium flux, dopamine EC80; active compounds read low; activity change, negative = inhibition, % at 10 µM; 360,000 compounds, 3.2% hits; AID 504652, 2011; in the data active = activity change below about -30%; also: % is scaled to controls: 0 for no effect and ±100 for the full control effect
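Tetracycline-induced HEK293 T-REx cells with force-coupled D1 receptor were loaded with a no-wash calcium dye. Compound was added after a 10 s baseline and read kinetically for 180 s; EC80 dopamine was then added and calcium flux followed another 180 s.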
RXFP1 antagonist – qHTS Assay for Antagonists of the Relaxin Receptor RXFP1. HEK293-RXFP1, relaxin-stimulated cAMP HTRF, 30 min; active compounds read low. activity change, negative = inhibition, % at 57.5 µM. 350,000 compounds, 0.59% hits. Relaxin receptor 1 (Homo sapiens), Q9HBX9;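 active = activity change of -60% or lower, but not beyond a set lower limit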; also: % is scaled to controls: 0 for no effect and ±100 for the full control effect
D2 potentiator – HTS Assay for Positive Allosteric Modulators of the Human D2 Dopamine Receptor: Primary Screen for Potentiators; D(2) dopamine receptor (Homo sapiens), P14416; HEK293 T-REx D2, calcium flux, EC20 dopamine potentiation; potentiation, % at 10 µM; 340,000 compounds, 0.34% hits; AID 485347, 2010;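 active = potentiation over 3 SD above the plate norm, cut at about 30% in these data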; also: 0% is about no effect
Target sequence (P14416 whole entry, looked up): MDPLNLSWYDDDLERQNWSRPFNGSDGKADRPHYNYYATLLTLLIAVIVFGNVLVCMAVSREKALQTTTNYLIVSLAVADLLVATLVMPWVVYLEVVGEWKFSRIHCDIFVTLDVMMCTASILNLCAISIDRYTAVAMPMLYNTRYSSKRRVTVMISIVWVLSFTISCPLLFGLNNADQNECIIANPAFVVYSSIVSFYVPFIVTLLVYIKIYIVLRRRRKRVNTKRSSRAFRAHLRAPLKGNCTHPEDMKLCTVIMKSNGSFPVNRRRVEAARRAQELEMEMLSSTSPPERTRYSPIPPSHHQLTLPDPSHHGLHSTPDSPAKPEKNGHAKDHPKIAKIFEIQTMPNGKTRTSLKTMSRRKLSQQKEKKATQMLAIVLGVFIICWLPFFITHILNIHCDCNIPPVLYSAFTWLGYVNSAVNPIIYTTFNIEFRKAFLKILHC
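Primary screen. Calcium kinetics in induced HEK293 T-REx D2 cells: compound pre-addition 180 s, EC20 dopamine, 180 s more.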
RXFP1 ag – qHTS Assay for Agonists of the Relaxin Receptor RXFP1 | 370,000 compounds, 0.3% hits | Relaxin receptor 1 (Homo sapiens), Q9HBX9 | HEK293T-RXFP1 cAMP TR-FRET, 30 min; response scale: percent of porcine relaxin response, buffer zero | Potency, µM (doses to about 57.5 µM), inactives show at the top dose activation, hits mostly activators | AID 2676, 2010; also: potency is read from the fitted curve at half-maximal effect; % is scaled to controls: 0 for no effect and ±100 for the full control effect; nearly all actives have a fitted effect of over 60% in size; many of its hits are not listed in these tables
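cAMP rise read by TR-FRET after 30 min, 37C compound exposure (up to 58 uM) in RXFP1-transfected HEK293 cells with Ro 20174 present. EC50 from Hill-equation fits, with 29 nM porcine relaxin as 100% and buffer as basal.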
* = called active by the depositor; / = no result given; [ ] = remark or other dose. Unless noted, calls follow the shape of the dose curve; as a rule, active = well fitted curve in the direction sought with a large enough effect; inconclusive = small, poorly fitted or top-dose-only effect, or another doubt; inactive = no such curve, though single readings can be large; an effect the other way counts as inactive or inconclusive.

SMILES | TRHR PAM | Apoferritin bind | D1 PAM | TRHR ag | D1 agonist | D1 antagonist | RXFP1 antagonist | D2 potentiator | RXFP1 ag
CC(C)c1ccc(CC(C)C2C3=C(CCCC3=O)OC3=C2C(=O)CCC3)cc1 (stereo not drawn) | -14 | -4% | 2 | 0.9 | 1 | -4 | -18 | -1 | -0.2%
Cc1c(F)cccc1NS(=O)(=O)c1ccccc1C#N | -1 | -9% | 1 | 0.1 | -1 | -5 | 13 | -2 | -1.4%
CCCCc1nnc(NC(=O)CCS(=O)(=O)Cc2ccccc2)s1 | 1 | -2% | -2 | 0.5 | 5 | 11 | -15 | 3 | -1.4%
CC(=O)N1CCN(C(=O)CSc2nc3c(cnn3-c3ccccc3)c(=O)[nH]2)CC1 | 4 | -23% | -1 | 0.2 | 3 | -1 | 1 | 10 | 3.8%
COCCn1c(C)cc(C(=O)COC(=O)Cc2n[nH]c(=O)c3ccccc23)c1C | -2 | / | 6 | -0.1 | 14 | -14 | -2 | 1 | 0.0%
CC(NC(=O)Cn1cccc1C(=O)c1ccccc1)c1ccccc1 (stereo not drawn) | -1 | -2% | -6 | -0.7 | 0 | 0 | 17 | -4 | -4.1%
O=C(O)CCN1C(=O)c2ccc(NC(=O)CCc3ccccc3)cc2C1=O | -3 | 75%[activator] | -4 | 0.8 | -1 | -3 | -6 | 9 | 1.4%
O=C(CSc1nc2ccccc2n1Cc1ccc(F)cc1)N1CCN(c2ccc(F)cc2)CC1 | 1 | 44%[activator] | 1 | -0.7 | 3 | 6 | / | -1 | -0.1%
CC(NCC(=O)NC(=O)NC1CCCC1)c1ccc(Cl)cc1Cl (stereo not drawn) | 3 | / | 7 | 0.2 | 2 | -3 | -63* | -3 | -2.1%
CCOC(=O)Nc1cc(OC)c(OC)cc1Cc1nccc2cc(OC)c(OC)cc12 | 2 | -7% | -1 | -0.3 | 1 | -5 | 2 | -3 | 2.7%
CCOc1ccc(CCNC(=O)c2cnccn2)cc1OCC | -6 | -5% | 3 | -0.1 | 4 | 3 | -11 | 2 | -4.0%
CSc1nc2c(c(=O)n1-c1ccc(F)cc1)SCC2 | 3 | -11% | 1 | -0.6 | -1 | 8 | -10 | -1 | -0.9%
O=C(C1CCC1)N1CCN(c2ccnc3cc(Cl)ccc23)CC1 | 5 | -10% | -4 | 0.8 | 7 | -11 | -5 | -4 | 0.0%
O=C(Oc1cccc2ccccc12)c1ccncc1 | 0 | -5% | -2 | -0.7 | 1 | 2 | 17 | -3 | -0.1%
CCn1cc(CNC(=O)C2CCC(=O)N(C3CCCCCC3)C2)cn1 (stereo not drawn) | 2 | -3% | -1 | 0.2 | 3 | 4 | -5 | 3 | 0.5%

Of the compounds above, these contain an aryl thioether with sulfur outside any ring.
SMILES | TRHR PAM | Apoferritin bind | D1 PAM | TRHR ag | D1 agonist | D1 antagonist | RXFP1 antagonist | D2 potentiator | RXFP1 ag
CC(=O)N1CCN(C(=O)CSc2nc3c(cnn3-c3ccccc3)c(=O)[nH]2)CC1 | 4 | -23% | -1 | 0.2 | 3 | -1 | 1 | 10 | 3.8%
O=C(CSc1nc2ccccc2n1Cc1ccc(F)cc1)N1CCN(c2ccc(F)cc2)CC1 | 1 | 44%[activator] | 1 | -0.7 | 3 | 6 | / | -1 | -0.1%
CSc1nc2c(c(=O)n1-c1ccc(F)cc1)SCC2 | 3 | -11% | 1 | -0.6 | -1 | 8 | -10 | -1 | -0.9%

(further entries)
SMILES | TRHR PAM | Apoferritin bind | D1 PAM | TRHR ag | D1 agonist | D1 antagonist | RXFP1 antagonist | D2 potentiator | RXFP1 ag
N#Cc1ccccc1S(=O)(=O)N1CCN(C(=O)c2cc3c(s2)CCC3)CC1 | 4 | / | -5 | 0.3 | 4 | -10 | 11 | 12 | -0.1%
Cc1ccc(C)c(NC(=O)CN(C)C(=O)c2oc3c(Cl)cccc3c2C)c1 | 0 | / | 3 | 0.1 | 4 | 8 | 15 | -1 | 1.0%
O=S(=O)(c1cccs1)N1CCN(CC(O)COc2cccc(Br)c2)CC1 (stereo not drawn) | -11 | -20% | -6 | 0.8 | 11 | -19 | -8 | / | -0.6%
Cc1cc(C(F)(F)F)nn1CC(=O)Nc1ccc2c(c1)OCO2 | -6 | -5% | -9 | -0.6 | 3 | 11 | 0 | 4 | 0.2%
O=C(CSC1CS(=O)(=O)c2cc([N+](=O)[O-])ccc21)NNC(=O)c1ccccc1 (stereo not drawn) | 5 | 1% | 0 | -0.1 | 1 | -6 | -9 | -2 | -4.6%
Cc1csc(Nc2nc(N)c(C(=O)Nc3ccccc3)o2)n1 | 24 | 16% | 2 | -0.4 | 0 | 15 | -2 | -4 | -5.2%
COc1cc(/C=C/C(=O)Nc2ccccc2C(F)(F)F)cc(OC)c1OC | 7 | -15% | -5 | -0.3 | 3 | 6 | / | -11 | 5.3%
Cc1c(C(=O)NC(C)C)oc2c1-c1[nH]ncc1CC2 | -7 | -5% | -2 | 0.4 | 0 | 2 | -2 | -2 | 2.9%
Cc1cc(C)nc(SCc2nnc(SCC(=O)N3CCCc4ccccc43)n2C)n1 | -2 | -6% | -1 | -0.2 | 1 | -8 | -21 | -3 | -1.7%
Cc1ccc(C)c(NC(=O)C(NCC(C)(C)N2CCOCC2)c2ccccc2)c1 (stereo not drawn) | -5 | -11% | 1 | 2.9 | 2 | -5 | -21 | 10 | -0.5%
CCOC(=O)C1CCN(C(=O)C2CCN(c3nc4ccc(OC)cc4s3)CC2)CC1 | 0 | -13% | -2 | -0.1 | 5 | 11 | -10 | 4 | 2.6%
O=C(COC(=O)c1cc(-c2ccco2)nc2ccccc12)NCc1ccc2c(c1)OCO2 | 0 | -13% | -2 | -0.6 | 1 | -12 | -12 | -4 | 3.0%
COC(=O)C1(C)NC(c2ccc(Cl)cc2)C2C(=O)N(c3ccccc3)C(=O)C21 (stereo not drawn) | -1 | 13% | -1 | 0.2 | 3 | 0 | 24 | -15 | 1.0%
CCOC(=O)NNC1CC(=O)N(c2ccc(OC)cc2)C1=O (stereo not drawn) | 5 | -6% | -1 | -0.3 | 0 | 2 | 2 | -2 | 2.6%
Cn1cc(C(=O)c2ccccc2C(=O)O)cc1C(=O)C(Cl)(Cl)Cl | 8 | 1% | 3 | -0.4 | 0 | -5 | 2 | -12 | 2.4%
CCNC(=S)NNC(=O)c1c(Cl)c(C)nn1C | 5 | 8% | 5 | 0.4 | 2 | -5 | -1 | 2 | 0.3%
COc1ccc(S(=O)(=O)NCC(c2ccco2)S(=O)(=O)c2cccs2)cc1C (stereo not drawn) | -2 | -11% | 1 | 2.1 | 5 | / | 2 | 13 | 0.4%
Nc1c(C(=O)NCc2ccccc2)c2nc3ccccc3nc2n1CCCN1CCOCC1 | 1 | 150%[activator] | -3 | 0.5 | 17 | -7 | -20 | 8 | 3.2%
C/C(=N\Nc1ccc([N+](=O)[O-])cc1[N+](=O)[O-])c1ccc(-n2nncc2C(C)(C)C)cc1 | 7 | 8% | -1 | 0.3 | -1 | -7 | -7 | 5 | 0.1%
CC(C)(C)NC(=O)Cn1cc(C#N)c2cc(Br)ccc21 | -7 | 0% | 4 | 0.0 | 5 | -8 | -7 | -11 | 0.9%
CN(C)c1ccc(N=Nc2ccc(S(=O)(=O)O)cc2)c2ccccc12 | -5 | -22% | 6 | 0.0 | -3 | 11 | 4 | -3 | 0.5%
O=C(NCc1ccc2c(c1)OCO2)c1cc([N+](=O)[O-])ccc1N1CCCCC1 | -1 | -21% | 2 | 0.0 | 2 | -25 | 2 | -5 | 0.9%
COc1ccc(S(=O)(=O)Nc2c3ccccc3nc(=O)n2-c2ccccc2)cc1 | -1 | -10% | -2 | 0.4 | 0 | -6 | 4 | 2 | -0.1%
COc1cccc(C2CC(C(F)(F)F)n3ncc(C(=O)NCC4CCCO4)c3N2)c1 (stereo not drawn) | -6 | -13% | -3 | -0.6 | 1 | -10 | 32 | -2 | -0.5%
O=C1Cc2ccccc2C(=O)N1OCc1ccc(Cl)cc1Cl | 5 | -4% | 3 | -1.6 | 4 | 18 | -15 | 13 | -1.6%
Cn1cnc([N+](=O)[O-])c1Sc1nnc(-c2cccnc2)n1C | 11 | 35%[activator] | -7 | -0.8 | 2 | -10 | -5 | 13 | -3.3%
Cc1ccccc1N1C(=O)C2ON(c3ccccc3)C(c3cccnc3)C2C1=O (stereo not drawn) | -3 | -7% | -8 | 0.5 | 1 | 8 | 3 | -5 | -0.5%
Cc1c(NC(=O)COC(=O)C23CC4CC(CC(Br)(C4)C2)C3)c(=O)n(-c2ccccc2)n1C | -1 | -6% | 5 | -0.8 | 0 | -3 | -7 | 10 | 0.0%
CCc1ccc(C(=O)Nn2cnc3ccccc3c2=O)cc1 | 2 | -5% | -6 | -0.5 | 1 | 5 | 19 | -3 | 2.8%
CCc1ccc(Nc2n[n+](-c3ccccc3)c(-c3ccc(OCc4ccccc4)cc3)s2)cc1 | 4 | -15% | -2 | -0.1 | 1 | 11 | / | -3 | 8.4%
COc1ccccc1-n1nnnc1SCc1cc2c(cc1Br)OCO2 | -7 | 49%[activator] | -2 | -0.2 | 16 | -12 | -13 | 43* | 0.5%
CN1C(=O)[C@@H]2C[C@@]3([C@@]45C[C@H]6C(=O)N(C)[C@@H](Cc7ccccc7)C(=O)N6[C@@H]4Nc4ccccc45)c4ccccc4N[C@H]3N2C(=O)[C@@H]1Cc1ccccc1 | -6 | / | -5 | -0.3 | 2 | -29 | / | -10 | 0.2%
O=C(CN1C(=O)NC2(CCCC2)C1=O)Nc1cc(Cl)ccc1N1CCCC1 | -4 | -5% | 1 | 0.4 | 2 | 1 | -5 | 13 | -1.0%
O=C(N/N=C/c1ccoc1)c1cccc([N+](=O)[O-])c1 | 6 | -17% | 12 | 0.1 | 0 | -5 | -2 | 1 | 5.2%
COc1ccccc1/C=C/CN1CCN(c2ccccc2)CC1 | 0 | -11% | -8 | -0.1 | 2 | -54* | -3 | -26 | -0.4%
CCC1CCCCN1C(=O)c1sc2nc(C)nc(N(CC)CC)c2c1C (stereo not drawn) | 0 | -24% | -5 | -1.2 | 7 | -8 | -17 | -10 | 9.1%

Screening results (PubChem BioAssay)

Only part of the results is shown; rates above refer to the full screens.
